# Compound activity deposited in PubChem BioAssay by several laboratories.
# DNMT1 block – DNMT1 (human) enzyme inhibition; DNMT1 molecular beacon, Hinp1I cleavage, fluorescence; inhibition (reported as % activation of signal), % at 10 µM; 0.83% of 360,000 active; in the data active means inhibition above about 50%
# MsrA inhibitor – inhibits bovine methionine sulfoxide reductase A; purified bovine MsrA, absorbance read-out; inhibition, % at 15.5 µM; 0.75% of 360,000 active; in the data active means inhibition above about 4.5%;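 further: 0% = vehicle wells with enzyme and 100% = reference inhibitor wells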
# SUMO1 PPI mod – alters human SUMO1 binding to SIM partners | SUMO1 binding to a labelled peptide, TR-FRET, 1 h | AID 602429 | P63165 | inhibition, % at 20 µM | 0.33% of 360,000 active; in the data active means inhibition above about 37%
# Tb MetRS inh – blocks T. brucei methionyl-tRNA synthetase activity. purified T. brucei MetRS, ATP depletion, Kinase-Glo luminescence. inhibition, % at 11.9 µM. 0.4% of 360,000 active. AID 624268;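 active means inhibition above a per-plate cutoff of the control wells' mean inhibition plus 3 SD, cut at about 5.5% in these data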;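 further: 0% = DMSO wells median and 100% = median of wells with control inhibitor compound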
#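 Dosing: 11.9 µM compound single dose, 0.9% DMSO; Assay system: purified T. brucei MetRS enzyme; Measured by: Kinase-Glo luciferase luminescence reporting remaining unconsumed ATP; Schedule: 15 min plus 2 h at 25 °C.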
# STEP inh – inhibitors of human striatal-enriched phosphatase STEP; recombinant STEP, OMFP fluorogenic substrate, fluorescence; inhibition, % at 20 µM; 0.25% of 360,000 active; AID 588621;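 active means inhibition at 20 µM, scaled per plate between control wells, above about 37%, limit read from the data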;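 further: 0% = DMSO with enzyme and substrate and 100% = substrate only without enzyme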
#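 medium = Bis-Tris buffer pH 6.0, 2.5 mM DTT, 0.005% Tween 20 | test system = STEP (striatal-enriched tyrosine phosphatase) enzyme, cell-free | measure = normalized % inhibition | compound dosing = 20 µM, 1% DMSO | also added = 25 µM OMFP | schedule = reaction 20 min, ambient temperature | measured by = fluorescence read at 480 nm ex / 540 nm em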
# LMPTP inh – LMPTP (human) inhibition | P24666 | recombinant LMPTP-A, OMFP fluorogenic substrate, fluorescence intensity | inhibition, % at 20 µM | 0.22% of 360,000 active;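 active means compounds that cut the enzyme signal by at least half of the control window in the single-dose screen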;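 further: plate controls were DMSO wells with enzyme plus substrate for no effect and substrate without enzyme for full effect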
# Target sequence (P24666 whole entry, looked up): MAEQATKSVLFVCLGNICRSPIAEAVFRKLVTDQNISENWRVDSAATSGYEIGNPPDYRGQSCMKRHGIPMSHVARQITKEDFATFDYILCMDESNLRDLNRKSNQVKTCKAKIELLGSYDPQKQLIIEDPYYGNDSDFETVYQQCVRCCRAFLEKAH
#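 Assay system: LMPTP-A, protein tyrosine phosphatase of low molecular weight / Medium: pH 6.0 Bis-Tris buffer with DTT and Triton X-100 / Schedule: 50 min enzyme reaction at room temperature, protected from light / Measured by: endpoint fluorescence intensity from OMFP dephosphorylation / Read-out basis: % inhibition relative to no-enzyme and uninhibited control wells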
# Scp-1 inhibitor – inhibitors of human Scp-1 phosphatase. inhibition, % at 20 µM. 0.88% of 340,000 active. Recombinant Scp1, phosphopeptide, malachite green phosphate absorbance. Q9GZU7. AID 493091;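 active means inhibition above about 50% at 20 µM, limit read from the data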;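 further: plate controls were DMSO wells with enzyme for no effect and wells lacking enzyme for full effect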
# Target sequence (Q9GZU7 76-261 limits assumed): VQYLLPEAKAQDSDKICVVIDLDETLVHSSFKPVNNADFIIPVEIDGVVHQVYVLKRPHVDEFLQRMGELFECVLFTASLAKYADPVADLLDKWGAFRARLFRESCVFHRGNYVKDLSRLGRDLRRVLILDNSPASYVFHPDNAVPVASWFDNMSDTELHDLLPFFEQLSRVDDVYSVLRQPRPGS
#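 Test system – truncated SCP-1 phosphatase (76-261aa) · Reagent – Phosphorylated 17-residue peptide substrate · Incubation – 45 min room-temperature reaction, 5 min colour, 30 min stabiliser · Detection – colorimetric phosphate reagent with accelerator and stabiliser, absorbance at 630 nm · Measure – % inhibition at 20 µM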
# CSN inh – CSN deneddylation inhibition; Purified CSN, SCF-Nedd8-OG deneddylation, fluorescence polarization; inhibition, % at 12.5 µM; 0.38% of 360,000 active;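 active means pattern-corrected inhibition above about 35%, with an unprinted fluorescence ratio check between 0.5 and 1.5, limit read from the data, passing the limit was not always enough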;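 further: 0% = enzyme with substrate and 100% = substrate without enzyme; some results filed as inactive read as strong as hits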
# Target sequence (Q92905 whole entry, looked up, one chain of several): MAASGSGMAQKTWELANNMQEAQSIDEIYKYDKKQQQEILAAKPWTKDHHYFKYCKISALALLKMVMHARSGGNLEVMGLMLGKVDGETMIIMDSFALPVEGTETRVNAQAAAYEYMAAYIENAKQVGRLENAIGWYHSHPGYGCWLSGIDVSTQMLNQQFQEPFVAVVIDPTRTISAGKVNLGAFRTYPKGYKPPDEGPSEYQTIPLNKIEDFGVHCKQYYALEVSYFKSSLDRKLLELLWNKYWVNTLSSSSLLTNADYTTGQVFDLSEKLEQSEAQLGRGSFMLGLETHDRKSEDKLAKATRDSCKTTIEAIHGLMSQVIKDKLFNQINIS
#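 Test system: purified human Csn5 enzyme expressed in HEK293T cells. Amount: 0.24 nM enzyme. Reagent: SCFSkp2-Nedd8OG substrate at 10 nM final. Schedule: 90 min incubation of compound, enzyme and substrate at room temperature. Detection: fluorescence polarization. Read-out: % inhibition of substrate cleavage by Csn5.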
# Rpn11 block – blocks the human proteasome subunit Rpn11; O00487; human 26S proteasome, Ub4-pepOG fluorescence polarization; 20S core pre-blocked with epoxomicin; calls only at 20 µM; 0.59% of 360,000 active; AID 588493;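 active means inhibition at 20 µM, scaled to each plate's controls, above about 33%, limit read from the data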
# Target sequence (O00487 whole entry, looked up): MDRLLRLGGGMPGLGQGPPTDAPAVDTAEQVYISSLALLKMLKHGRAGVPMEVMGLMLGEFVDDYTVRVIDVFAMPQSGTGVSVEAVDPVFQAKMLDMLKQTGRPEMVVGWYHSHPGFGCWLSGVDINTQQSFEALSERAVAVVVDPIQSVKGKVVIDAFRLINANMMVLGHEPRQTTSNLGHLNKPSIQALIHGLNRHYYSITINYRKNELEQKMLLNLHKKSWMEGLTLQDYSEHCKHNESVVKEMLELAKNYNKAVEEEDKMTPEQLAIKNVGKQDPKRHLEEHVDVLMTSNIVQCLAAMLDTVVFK
# NadD inh – inhibitors of Staphylococcus aureus NadD; 0.78% of 360,000 active; inhibition, % at 20 µM; AID 602399; purified NadD enzyme, colorimetric absorbance read-out; in the data active means inhibition above about 26%; further: some compounds past the cut are filed as inactive
# Active calls of the source: *; i = inactive; . = no result given; & = joins results of further samples.
# A first look:
SMILES,DNMT1 block,MsrA inhibitor,SUMO1 PPI mod,Tb MetRS inh,STEP inh,LMPTP inh,Scp-1 inhibitor,CSN inh,Rpn11 block,NadD inh
COc1ccc(C)cc1S(=O)(=O)N1CCCC(C(=O)NC2CC2)C1 (stereo not drawn),3.5,0.1,2.0,0.0,0.6,-0.8,1.0,-4.8,i,-1.2
CCOC(=O)c1oc2ccccc2c1N,1.4,-0.4,-6.5,-1.3,-0.1,-0.8,-4.7,-4.9,i,-4.4
COc1ccc(C(=O)Sc2ccc(Cl)cc2)cc1OC,14.6,0.0,-0.8,-0.6,3.0,-0.1,-7.0,0.0,i,-5.7
CCOc1cccc(-c2nnc3sc(-c4cc(OC)c(OC)c(OC)c4)nn23)c1,-9.9,-1.0,-6.1,-1.0,9.3,0.1,-1.1,-1.1,i,-4.1
CN(C)CCNC(=O)c1[nH]c(C(F)(F)F)nc1-c1ccccc1,-0.8,0.5,4.2,-1.0,-1.7,-7.2,.,3.0,i,-3.9

# All compounds of this part, previewed entries included:
SMILES,DNMT1 block,MsrA inhibitor,SUMO1 PPI mod,Tb MetRS inh,STEP inh,LMPTP inh,Scp-1 inhibitor,CSN inh,Rpn11 block,NadD inh
COc1ccc(C)cc1S(=O)(=O)N1CCCC(C(=O)NC2CC2)C1 (stereo not drawn),3.5,0.1,2.0,0.0,0.6,-0.8,1.0,-4.8,i,-1.2
CCOC(=O)c1oc2ccccc2c1N,1.4,-0.4,-6.5,-1.3,-0.1,-0.8,-4.7,-4.9,i,-4.4
COc1ccc(C(=O)Sc2ccc(Cl)cc2)cc1OC,14.6,0.0,-0.8,-0.6,3.0,-0.1,-7.0,0.0,i,-5.7
CCOc1cccc(-c2nnc3sc(-c4cc(OC)c(OC)c(OC)c4)nn23)c1,-9.9,-1.0,-6.1,-1.0,9.3,0.1,-1.1,-1.1,i,-4.1
CN(C)CCNC(=O)c1[nH]c(C(F)(F)F)nc1-c1ccccc1,-0.8,0.5,4.2,-1.0,-1.7,-7.2,.,3.0,i,-3.9
Cc1[nH]n(-c2ccccc2)c(=O)c1C(C[N+](=O)[O-])c1ccc(F)cc1 (stereo not drawn),-14.2,0.2,-0.9,0.0,-1.4,-0.5,-4.6,-3.0,i,0.1
CCCCCCCC(=O)NC(Nc1ccc(S(N)(=O)=O)cc1)C(Cl)(Cl)Cl (stereo not drawn),-3.8,-0.4,0.2,0.1,-0.1,1.3,-19.9,-2.3,i,-9.6
CCOC(=O)CSc1n[nH]c(=S)s1,0.1,-0.1,2.7,-0.4,-2.3,-1.3,25.8,-3.4,i,-2.4
CC1(C)Cc2cccc(OCC(=O)O)c2O1,1.8,-0.2,-1.1,-0.5,-1.9,-1.2,-10.4,0.1,i,10.4
C=CCC[C@@H](Cc1ccc(F)cc1)C(=O)OC[C@@H](C)NC(=O)[C@@H](CC=C)CC(=O)N[C@H](CO)Cc1ccccc1,10.9,-0.9,-2.6,-0.5,-1.2,0.1,-1.3,-0.9,i,-7.3
COC(=O)c1cc(OC)c(OC)cc1N,1.4,0.4,1.4,0.0,-9.2,-0.3,-7.5,1.9,i,-4.8
COc1ccc(CNC(=O)c2cccc(-c3ccc(C)c4ccccc34)n2)cc1,-3.1,.,-2.3,-0.2,-2.7,7.8,-11.0,-4.4,i,-1.0
Cc1cc(/C=C2\SC(=Nc3ccc(F)cc3)NC2=O)c(C)n1-c1ccc(S(N)(=O)=O)cc1,-27.0,1.9,-1.1,0.0,2.4,2.0,3.9,24.4,i,65.0*
COc1ccc(C2C(C(C)=O)=C(O)C(=O)N2CCc2c[nH]c3ccccc23)cc1OC (stereo not drawn),-2.6,3.9,-3.6,0.2,0.2,1.3,8.1,2.7,i,4.7
COc1ccc2c(c1)[C@H]1[C@H](CO2)[C@H](c2ccccc2)[C@]2(C)C(=O)Nc3cc(OC)c(OC)cc3C(=O)N12,-3.9,0.4,-1.4,-0.5,-0.4,-0.3,-3.0,3.5,i,-11.2
CC(=O)c1c(C)[nH]c(C(=O)OCC(=O)NCCC(C)C)c1C,1.5,-1.6,-1.2,-0.4,-1.2,-0.2,-1.3,-1.3,i,-7.1
CCOC(=O)C1CCN(S(=O)(=O)c2ccc3c4c2CC(=O)N4CC(C)S3)CC1 (stereo not drawn),-5.8,-0.9,-1.0,-0.3,-2.2,-1.9,6.1,3.4,i,1.1
Cc1ccc(N2CC(C(=O)N3CCCc4ccccc43)CC2=O)cc1 (stereo not drawn),-9.7,0.9,-4.4,0.1,0.9,-0.2,-5.2,-0.1,i,3.8
Cc1cccc(C(=O)Nc2ccc(C(=O)c3ccccc3)cc2)c1,8.0,1.3,-0.4,-0.3,-2.5,2.4,-24.0,0.9,i,-13.0
O=C(c1ccccc1)c1c[nH]c(C(=O)C(Cl)(Cl)Cl)c1,0.8,0.5,1.3,0.0,-0.4,-0.3,-2.5,19.6,i,2.8
COc1ccc(Cl)cc1S(=O)(=O)N1CCCC1,-6.8,1.9,-0.5,-0.7,0.2,-0.5,-7.2,0.7,i,10.5
Cc1ccc(S(=O)(=O)NN2C(=O)c3ccccc3NC2(C)C)cc1,0.6,-0.4,-2.8,0.5,0.3,-0.6,0.0,-14.1,i,-4.5
Cc1cc(N2C(=O)C(O)=C(C(=O)c3cccs3)C2c2cccc(O)c2)no1 (stereo not drawn),0.1,2.0,-11.8,-0.4,0.8,-0.8,-17.6,-2.8,i,-2.4
CSc1ccccc1NC(=O)CN(C)C(=O)CCc1c[nH]c2ccccc12,-1.9,1.0,-0.7,0.4,1.5,0.0,-7.7,4.8,i,-5.5
COc1cccc(C(O)c2nc(-c3cc4ccccc4o3)cs2)c1 (stereo not drawn),0.3,0.1,-10.6,-0.2,6.0,1.4,.,-1.7,i,-4.3

# (cont.)
SMILES,DNMT1 block,MsrA inhibitor,SUMO1 PPI mod,Tb MetRS inh,STEP inh,LMPTP inh,Scp-1 inhibitor,CSN inh,Rpn11 block,NadD inh
CC(=O)CSc1nnc(NC(=O)CCc2ccccc2)s1,6.1,0.7,-1.9,-1.8,1.0,1.0,-2.2,2.6,i,-3.9
CCCC1=[N+](CC(=O)c2ccccc2)CCn2cccc21,-12.0,2.1,-4.9,0.7,-2.3,-1.0,-4.1,-8.5,i,4.3
O=C(Nc1ccc(S(=O)(=O)NC2=NCCCCC2)cc1)C1COc2ccccc2O1 (stereo not drawn),3.4,0.6,-2.7,0.5,1.1,-0.4,0.2,-5.1,i,-7.1
COc1ccc(N2CC(NS(=O)(=O)c3ccc4ccccc4c3)CC2=O)cc1 (stereo not drawn),-0.1,-0.5,-1.5,-0.2,1.1,0.9,-9.0,-2.1,i,-4.1
O=C(NCC(c1ccco1)N1CCOCC1)c1ccc(F)c(F)c1 (stereo not drawn),-0.2,-1.6,-2.5,-0.2,-0.9,-0.6,-11.1,-3.1,i,-1.3
CCOC(=O)NC(=O)CSc1nc(C)cc(C(F)(F)F)c1C#N,1.6,-0.5,-13.3,0.1,-4.0,-1.7,2.8,12.1,i,-5.7
Cc1cc(C)c(S(=O)(=O)Nc2ccc(O)c(Sc3ncn[nH]3)c2)c(C)c1,4.1,-0.7,7.0,-0.1,-1.3,0.8,24.1,-4.7,i,0.8
CCn1c(SCC(=O)Nc2nc(C)cs2)nnc1C(C)NC(=O)c1ccccc1 (stereo not drawn),2.7,-1.0,0.3,-0.3,-1.4,-0.6,6.8,-1.5,i,-0.5
C/C(N)=C(/C#N)C(=O)COC(=O)C(NS(=O)(=O)c1ccc(Cl)cc1)C(C)O (stereo not drawn),2.8&1.2,0.5&0.8,-6.7&3.3,-0.3&-0.3,-3.6&-4.4,-0.2&-1.8,4.7&0.3,-1.8&2.3,i,0.1&-6.2
Nc1ccc(-c2ccc(C(=O)O)s2)cn1,-3.1,3.5,1.9,-0.1,1.9,-0.3,-2.8,1.7,i,-2.2
Cc1cccc(C)c1NC(=O)CSc1nc(C)c(CC(=O)c2ccc(Br)cc2)c(C)c1C#N,46.4,-0.1,-30.0,-0.5,-0.3,0.1,-2.2,2.9,i,22.1
CN1CCN(c2ccc(S(=O)(=O)N3CCCCC3)cc2N)CC1,5.0,0.6,1.6,-0.1,-4.0,-1.5,-7.3,-6.7,i,0.7
O=C(CCSc1nnc(-c2ccncc2)o1)Nc1ccc(F)cc1,-0.6,1.6,1.0,-1.9,0.8,-2.2,14.7,-2.5,i,0.6
Cc1cc(F)ccc1S(=O)(=O)N1CCCOC1CNC(=O)C(=O)NC1CCCCC1 (stereo not drawn),1.7,0.2,2.3,0.0,-0.9,-4.9,4.0,-2.3,i,-2.8
Cc1ccc(NC(=S)NC(CO)C(O)c2ccc([N+](=O)[O-])cc2)cc1 (stereo not drawn),0.0,0.0,-5.6,-0.8,-0.7,0.6,-8.0,-7.2,i,4.2
COc1cccc(-c2csc3nnc(SCC(=O)NCc4cccs4)n23)c1,-5.0,-0.3,-0.6,-0.1,1.5,-0.1,-6.2,4.2,i,-0.5
O=C(NCCCCCCNC(=O)OC1CCS(=O)(=O)C1)OC1CCS(=O)(=O)C1 (stereo not drawn),-0.2,1.7,-2.1,0.3,-1.9,0.4,-8.7,-5.5,i,-9.4
O=C(O)CCCCCCCCc1cn(CN2C(=O)c3ccccc3C2=O)nn1,14.1,0.7,-5.3,-0.5,0.5,-1.8,-0.2,0.5,i,1.5
CCOc1ccc(C(Nc2ccc(C)cc2)P2(=O)OCC(C)(C)CO2)cc1 (stereo not drawn),-0.2,0.1,1.2,-0.9,-4.2,-0.9,-1.6,-1.9,i,-5.5
O=C(c1cccs1)N1C(=O)c2cccc3cccc1c23,4.9,1.8,-90.9,-0.1,3.5,1.0,-9.0,1.1,i,-5.8
CC(=O)NCCc1nc2ccccc2n1Cc1cccc(C)c1,0.7,0.7,1.0,-0.6,-0.1,0.3,-10.4,-0.5,i,-2.4
N#CC(/C(=N/S(=O)(=O)c1cccs1)c1ccccc1)c1nc2ccccc2[nH]1 (stereo not drawn),-2.5,5.0*,6.3,-0.1,-1.5,-0.5,-7.7,1.7,i,-0.7
CCOC(=O)CCC(=O)Nc1ccccc1C(N)=O,2.6,-0.5,0.2,-0.4,-2.7,-0.5,-6.0,-0.8,i,0.7
O=C(CN1CCC(NC(=O)c2ccccc2F)CC1)Nc1ccc2c(c1)OCO2,0.8,0.8,-0.2,-0.3,2.1,0.9,-3.4,1.0,i,-1.7
Cc1ccc2oc3c(c(=O)c2c1)C(c1cccc(Cl)c1)N(CCCN1CCOCC1)C3=O (stereo not drawn),-2.3,0.7,-13.5,0.2,-0.5,-1.4,-3.4,-3.8,i,-2.7
